Bioassay records from PubChem.
MEKK2wt PB1 HTS: raises or lowers MEK5 binding to wildtype human MEKK2 PB1 domain; 1.1% of 290,000 active; AID 1531; bead flow cytometry, Alexa488-MEK5 binding to MEKK2 WT; actives lie on both sides; binding response (% of control), % at 10 µM; Q9Y2U5; in the data active = binding response below about 67% or above about 130%
V1R ag counter: counter-screen for oxytocin receptor agonists: human V1a receptor agonists | P37288 | CHO-V1R cells, Fluo-8 calcium fluorescence, agonist mode; 0% DMSO, 100% 3 nM vasopressin | activation, % at 3 µM | 0.25% of 320,000 active | AID 2797;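 active = activation above the mean activation of all tested compounds plus 3 SD, per screening run, cut at about 20% in these data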;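 also: signal is peak over basal fluorescence ratio across a 100 second FLIPR read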
OXTR ag: agonists of human oxytocin receptor; activation, % at 3 µM; 0.32% of 320,000 active; CHO-OTR cells, Fluo-8 calcium fluorescence; normalized: DMSO 0%, oxytocin 100%;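 active = activation above the mean of all tested compounds plus 3 SD, cutoff set per screening run, cut at about 20% in these data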;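 also: peak over basal fluorescence ratio from a 100 s FLIPR kinetic read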
MEKK2 mut-MEK5: signal of MEK5 binding to mutant human MEKK2 PB1 domain. bead flow cytometry, Alexa488-MEK5 binding to MEKK2 mutant. percent response, % at 10 µM. 0.35% of 290,000 active. AID 1530; in the data active = percent response above about 24%, passing the limit was not always enough; also: inactives centre near 1; some results filed as inactive read as strong as hits; reference of the scale not given here
PHOSPHO1 inh: PHOSPHO1 (human) inhibition; Q8TCT1; recombinant PHOSPHO1, absorbance phosphatase assay; inhibition, % at 13.3 µM; 1.1% of 290,000 active; AID 1565; in the data active = inhibition above about 60%
Target sequence (Q8TCT1 whole entry, looked up): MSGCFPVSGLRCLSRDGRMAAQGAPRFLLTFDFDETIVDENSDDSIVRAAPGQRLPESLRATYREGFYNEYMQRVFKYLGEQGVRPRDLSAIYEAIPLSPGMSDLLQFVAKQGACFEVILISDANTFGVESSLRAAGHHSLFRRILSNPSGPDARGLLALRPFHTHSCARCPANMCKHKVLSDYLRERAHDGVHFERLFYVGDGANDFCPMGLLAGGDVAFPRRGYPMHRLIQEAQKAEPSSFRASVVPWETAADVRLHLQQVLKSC
GalR3 antagonist: blocks the human galanin receptor 3; 0.44% of 360,000 active; inhibition, % at 3 µM; HEK293 GalR3-CNG cAMP membrane potential fluorescence; galR3 body fused to GalR1 C-terminus; O60755;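 active = inhibition above the screen-wide average plus 3 SD, cut at about 13% in these data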;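 also: forskolin and galanin both at EC90 stimulate the cells; cAMP rise reported by CNG channel membrane potential dye signal; 0% = forskolin plus galanin with DMSO and 100% = forskolin alone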
Target sequence (O60755 1-299 limits assumed): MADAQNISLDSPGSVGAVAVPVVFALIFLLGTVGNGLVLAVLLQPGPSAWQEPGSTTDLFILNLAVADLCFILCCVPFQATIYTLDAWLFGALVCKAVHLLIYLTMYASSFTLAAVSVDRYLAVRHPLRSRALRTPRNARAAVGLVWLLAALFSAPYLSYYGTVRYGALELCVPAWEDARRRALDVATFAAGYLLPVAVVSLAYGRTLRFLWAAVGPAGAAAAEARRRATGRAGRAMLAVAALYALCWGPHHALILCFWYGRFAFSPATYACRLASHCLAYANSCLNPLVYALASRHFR
GPR7 antag: blocks human GPR7 receptor signaling | P48145 | inhibition, % at 4.4 µM | 1.1% of 290,000 active | GPR7-expressing cells, fluorescence antagonist assay; in the data active = inhibition above about 16%, passing the limit was not always enough;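 also: cells stimulated with the agonist NPW; 0% = agonist with vehicle and 100% = vehicle without agonist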
Target sequence (P48145 whole entry, looked up): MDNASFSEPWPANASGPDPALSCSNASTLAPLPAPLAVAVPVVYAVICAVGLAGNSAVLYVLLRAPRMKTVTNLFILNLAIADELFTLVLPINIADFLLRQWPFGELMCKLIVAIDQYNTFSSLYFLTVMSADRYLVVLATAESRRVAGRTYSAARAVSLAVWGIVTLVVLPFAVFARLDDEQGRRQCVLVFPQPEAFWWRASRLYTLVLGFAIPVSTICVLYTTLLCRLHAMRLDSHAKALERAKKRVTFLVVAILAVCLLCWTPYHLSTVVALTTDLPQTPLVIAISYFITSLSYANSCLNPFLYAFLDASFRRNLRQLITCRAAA
NALP1 inh: inhibitors of NALP1 inflammasome in yeast; S. cerevisiae NALP1/ASC/caspase-1 growth, X-gal OD620, 72 h; inhibition, % at 10 µM; 0.61% of 280,000 active; AID 2071; in the data active = inhibition mostly above about 24%, no sharp cut-off; inactive = mostly below about 32%; also: some compounds called inactive have numbers as strong as hits
MEKK3 PB1 HTS: modulators (inhibitors or enhancers) of MEK5 binding to human MEKK3 PB1 domain | Q99759 | bead-based flow cytometry, Alexa488-MEK5 binding to MEKK3; actives lie on both sides; 0 = blocked by unlabeled MEK5, 100 = vehicle | binding response (% of control), % at 10 µM | 1.4% of 290,000 active;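 active = binding response more than 3 SD above or below the average of its plate-row segment, actives on both sides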;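 also: Alexa488 bead fluorescence after subtracting the streptavidin-only scavenger bead signal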
The depositor's hits bear a star; / = not tested or not shown.

SMILES	MEKK2wt PB1 HTS	V1R ag counter	OXTR ag	MEKK2 mut-MEK5	PHOSPHO1 inh	GalR3 antagonist	GPR7 antag	NALP1 inh	MEKK3 PB1 HTS
O=C(Nc1nccs1)c1ccc(Cl)s1	105	-0.2	-1.1	1	-11	-7	-2	1	104
CC(C)Oc1cccc(C(=O)C2CCCN(Cc3cnc(N4CCOCC4)s3)C2)c1 (configuration not stated)	103	3.8	-0.8	2	32	40*	2	-6	105
Cc1cc(/C=C2/C(=N)N3C(=NC2=O)SN=C3S(C)(=O)=O)c(C)n1-c1ccccc1	-2.0*	1.3	0.1	4	1	-1	-6	21	96
COc1ccccc1N1CCN(S(=O)(=O)CCNC(=O)c2ccc(OC(C)C)cc2)CC1	103	8.6	5.6	1	14	-8	-10	17	102
COc1cccc(NC(=O)COc2ccc(C)cc2)c1	103	0.4	-2.5	15	-2	0	9	-4	115
CCn1cc(CN2CCN(C)C(CCO)C2)c2ccccc21 (configuration not stated)	106	-0.8	-1.1	6	/	-2	-9	-11	105
COc1cccc(CN2CCC(n3nccc3NC(=O)CCOc3ccccc3)CC2)c1O	115	-0.7	-0.1	7	10	/	2	1	105
COc1ccc2[nH]c(C(=O)O)c(NC(=O)c3ccccc3[N+](=O)[O-])c2c1	71	-0.7	0.8	-4	3	-7	0	/	72
COc1ccc2c(C)c(C(=O)NCC(C)O)oc2c1OC (configuration not stated)	105	0.1	-0.6	23	22	0	-11	18	107
COc1cccc(C(=O)NC2CCN(CC(=O)NCc3ccccc3OC)CC2)c1	102	0.0	0.0	0	-16	-2	-1	1	104
COc1ccc(-c2oc(/N=C/N3CCCC3)c(C#N)c2-c2ccc(OC)cc2)cc1	97	0.1	-0.9	4	-1	-3	-8	13	103
CCC1=NN(C(=O)c2ccccc2Br)C(O)(c2ccc(Br)cc2)C1 (configuration not stated)	101	-1.3	-1.5	4	46	-4	-19	-15	104
COc1cc(CNCCCN2CCOCC2)c(Br)cc1OCC(=O)Nc1ccccc1C	101	1.4	1.5	-1	23	-5	-14	13	98
Cc1ccc(CN2CCN(/N=C/c3ccccc3)CC2)cc1	102	0.0	-1.9	13	12	-6	5	-10	104
O=C(/C=C/c1ccc(F)cc1)NCCNC(=O)/C=C/c1ccc(F)cc1	95	-0.2	-1.8	-2	24	-7	0	9	101
CC(OC(=O)c1ccccc1Oc1ccccc1)C(=O)NC1CC1 (configuration not stated)	98	0.0	-0.5	-1	-7	-7	-2	-12	103
Cc1ccc(C)c(NC(=O)c2ccc[n+](Cc3ccc([N+](=O)[O-])cc3)c2)c1	94	1.5	-0.5	-5	36	-1	-8	2	93
CC(C)(C)c1cc(NC(=O)c2ccco2)no1	105	0.4	-0.2	5	37	-3	-14	14	99
Cc1ccc2nsnc2c1NC(=O)CCl	94	-0.1	-1.2	-10	12	-7	-4	13	99
COc1ccc(CN=Nc2cc(C)nc(NS(=O)(=O)c3ccccc3Cl)n2)cc1	106	-0.1	-0.1	0	52	-1	-1	-6	115
Cc1cccc(NC(=S)N/N=C/c2ccc(Cl)c([N+](=O)[O-])c2)c1	104	1.3	-0.4	1	35	2	8	0	102
CC1=CC2=NC(=O)CC(C)(C(=O)N(CC(=O)NC3CCCC3)Cc3ccccc3)N2C=C1 (configuration not stated)	97	0.4	0.4	-1	30	-7	-5	16	98
CCCC(C(=O)NCC1CCCO1)N(Cc1ccco1)C(=O)CNS(=O)(=O)c1ccc(F)cc1 (configuration not stated)	95	-1.5	-1.0	-4	6	-1	-7	4	95
Cc1ccc([N+](=O)[O-])cc1S(=O)(=O)N(C(=O)c1ccncc1)c1ccc2oc3c(c2c1)CCCC3	93	0.7	-1.4	-2	-4	-4	0	-2	96
Cc1ccc(C(C)(C)NC(=O)C2CCC(=O)N(Cc3ccccc3F)C2)cc1 (configuration not stated)	105	0.6	0.0	6	32	-3	-7	5	99
COc1ccc(C2CC(c3ccccc3)=NN2C(=O)COC(=O)c2nc3nccc(C)n3n2)cc1 (configuration not stated)	94	0.4	1.9	-5	1	-7	3	10	97
Cc1ccc(CNCc2ccccc2Cl)cc1	104	0.7	-0.1	16	19	-5	-6	-1	101
C=C(C)CNC(=S)Nc1cccc(S(=O)(=O)NC2=NCCC2)c1	95	-0.7	0.4	0	5	-6	-3	-7	99
CN(C)CCNC(=O)NC(=O)c1ccc(Cl)cc1	97	0.7	2.3	-2	14	0	-6	38	94
COc1cc(CN2CCCCCC2)cc(OC)c1O	110	1.2	0.5	11	-13	-11	-5	14	108
COc1cccc(NS(=O)(=O)c2cc(C)sc2C)c1	102	0.9	0.1	2	2	-4	-10	-6	99
Cc1ccccc1C(=O)NC(NC(=S)Nc1ccc(S(N)(=O)=O)cc1)C(Cl)(Cl)Cl (configuration not stated)	100	0.4	2.2	-2	10	1	1	32	104
COc1ccc(OC)c(NC(=O)COc2ccc(S(=O)(=O)N3CCCC3)cc2)c1	97	0.1	1.1	-1	23	-8	-2	-1	100
Cc1ccccc1C(=O)N1CCN(c2ccc([N+](=O)[O-])c(NCc3ccco3)c2)CC1	106	0.2	-1.8	4	12	-8	4	-20	103
O=C(/C=C/c1ccc(Cl)cc1)N1CCN(c2ccc([N+](=O)[O-])c(N3CCOCC3)c2)CC1	99	3.0	2.5	12	11	1	-9	20	102
COc1ccc(CNC(=O)CSc2nc3nc(C)cc(C)n3n2)cc1	/	-0.5	-0.8	/	-16	2	-13	12	/
CC(C)C(C)(C#N)NC(=O)CSc1nncn1-c1ccccc1 (configuration not stated)	88	-0.2	0.8	-10	20	5	0	12	100
COc1ccc(CNS(=O)(=O)NCc2ccc(C)cc2)cc1	85	0.0	-1.8	-11	32	0	-5	4	95
COC(=O)c1c(NC(=O)c2ccccc2OC)sc(C(=O)N2CCOCC2)c1C	96	0.6	-2.0	0	9	-10	-8	12	101
CCOc1ccc(C(=O)NCc2ccco2)cc1Cl	103	-0.8	-1.7	11	-6	-5	-2	8	100

An excerpt of these results, as a markdown table.
| molecule | MEKK2wt PB1 HTS | V1R ag counter | OXTR ag | MEKK2 mut-MEK5 | PHOSPHO1 inh | GalR3 antagonist | GPR7 antag | NALP1 inh | MEKK3 PB1 HTS |
| --- | --- | --- | --- | --- | --- | --- | --- | --- | --- |
| COc1ccc(C2CC(c3ccccc3)=NN2C(=O)COC(=O)c2nc3nccc(C)n3n2)cc1 (configuration not stated) | 94 | 0.4 | 1.9 | -5 | 1 | -7 | 3 | 10 | 97 |
| Cc1ccc(CNCc2ccccc2Cl)cc1 | 104 | 0.7 | -0.1 | 16 | 19 | -5 | -6 | -1 | 101 |
| C=C(C)CNC(=S)Nc1cccc(S(=O)(=O)NC2=NCCC2)c1 | 95 | -0.7 | 0.4 | 0 | 5 | -6 | -3 | -7 | 99 |
| CN(C)CCNC(=O)NC(=O)c1ccc(Cl)cc1 | 97 | 0.7 | 2.3 | -2 | 14 | 0 | -6 | 38 | 94 |
| COc1cc(CN2CCCCCC2)cc(OC)c1O | 110 | 1.2 | 0.5 | 11 | -13 | -11 | -5 | 14 | 108 |
| COc1cccc(NS(=O)(=O)c2cc(C)sc2C)c1 | 102 | 0.9 | 0.1 | 2 | 2 | -4 | -10 | -6 | 99 |
| Cc1ccccc1C(=O)NC(NC(=S)Nc1ccc(S(N)(=O)=O)cc1)C(Cl)(Cl)Cl (configuration not stated) | 100 | 0.4 | 2.2 | -2 | 10 | 1 | 1 | 32 | 104 |
| COc1ccc(OC)c(NC(=O)COc2ccc(S(=O)(=O)N3CCCC3)cc2)c1 | 97 | 0.1 | 1.1 | -1 | 23 | -8 | -2 | -1 | 100 |
| Cc1ccccc1C(=O)N1CCN(c2ccc([N+](=O)[O-])c(NCc3ccco3)c2)CC1 | 106 | 0.2 | -1.8 | 4 | 12 | -8 | 4 | -20 | 103 |
| O=C(/C=C/c1ccc(Cl)cc1)N1CCN(c2ccc([N+](=O)[O-])c(N3CCOCC3)c2)CC1 | 99 | 3.0 | 2.5 | 12 | 11 | 1 | -9 | 20 | 102 |
| COc1ccc(CNC(=O)CSc2nc3nc(C)cc(C)n3n2)cc1 | / | -0.5 | -0.8 | / | -16 | 2 | -13 | 12 | / |
| CC(C)C(C)(C#N)NC(=O)CSc1nncn1-c1ccccc1 (configuration not stated) | 88 | -0.2 | 0.8 | -10 | 20 | 5 | 0 | 12 | 100 |

More compounds follow:
SMILES	MEKK2wt PB1 HTS	V1R ag counter	OXTR ag	MEKK2 mut-MEK5	PHOSPHO1 inh	GalR3 antagonist	GPR7 antag	NALP1 inh	MEKK3 PB1 HTS
COc1cccc(CC2(CO)CCCN(Cc3[nH]c4ccc(C)cc4c3C)C2)c1 (configuration not stated)	157*	2.6	6.0	46	44	-4	1	6	105
COc1cccc(C(=O)O/N=C(\N)Cc2ccc(Cl)cc2)c1	102	-1.1	-1.7	1	-2	-1	11	77*	104
Nc1nncn1C(=O)c1ccccc1Cl	91	0.4	0.5	-11	39	-4	-13	27	100
CCn1ncc(C2=NOC(C(=O)NCC(C)C)C2)c1C (configuration not stated)	94	-0.6	1.6	-2	4	-6	-9	9	94
O=C(Nc1ccc([N+](=O)[O-])cn1)C1CCCCC1	110	-0.9	-2.5	1	-8	-5	-12	35	108
COc1cccc(NC(=O)C(c2ccccc2)N2CCN(c3ccccn3)CC2)c1 (configuration not stated)	96	-1.8	-2.3	-4	0	-5	-2	0	101
O=C(c1ccc(Cn2cnnn2)cc1)N1CCCC(Nc2ccc(F)cc2)C1 (configuration not stated)	101	2.9	-0.4	-1	-4	4	8	7	102
O=C(COC(=O)c1cnccn1)Nc1ccc2c(c1)OCO2	101	-1.1	0.3	1	-3	-3	-8	7	99
Cc1ccc(S(=O)(=O)c2ccccc2)cc1S	104	0.7	-1.1	-3	-16	/	5	1	113
COc1ccc(-c2cc(C(=O)NCC3CCCO3)c3ccccc3n2)cc1 (configuration not stated)	100	-0.5	-1.2	-1	24	-7	-17	13	107
Cn1nnc(NC(=S)NC(=O)c2ccc(-c3ccc(Br)cc3)o2)n1	98	-0.2	0.1	0	28	-1	-6	-13	97
Nc1cn(C2OC(CO)C(O)C2O)c(=O)[nH]c1=O (configuration not stated)	107	/	/	4	-26	-8	-12	26	105
Nc1nc(Cn2nnc(-c3ccccc3Cl)n2)nc(N2CCOCC2)n1	100	1.3	-0.8	0	25	-5	-2	10	104
CC(NC(=S)Nc1ccc(Cl)cc1)C(c1ccccc1)N1CCOCC1 (configuration not stated)	97	3.6	-2.6	-1	-5	-5	0	14	80
COc1cc(C(C2=C(O)CC(C)(C)CC2=O)C2C(=O)CC(C)(C)CC2=O)cc(OC)c1OC (configuration not stated)	99	0.8	-1.0	-3	7	0	-12	4	99
CC(=O)Nc1ccc(NC(=O)CSc2nnc(-c3cccs3)n2C)cc1	91	0.5	0.0	-7	32	-7	2	-2	95
CCOC(=O)C1(CCOc2ccccc2)CCN(Cc2cc(OC)c3c(c2)OCO3)CC1	145*	3.8	0.3	41	41	-8	-5	20	104
Cc1ccc(S(=O)(=O)N(CCCO)CC(O)CON=C2c3ccccc3-c3ccccc32)cc1 (configuration not stated)	109	5.6	0.1	0	-6	0	-7	28	136*
CCOC(=O)CNC(=O)CSc1nc(C)cc(C)c1C#N	103	1.0	0.3	0	3	0	18	37*	98
Brc1cnc(N2CCOCC2)nc1N1CCCCC1	97	-1.4	-1.4	3	-3	-5	-8	-12	101
